# CBFb RUNX1 block: qHTS Assay for Compounds Blocking the Interaction Between CBF-beta and RUNX1 for the Treatment of Acute Myeloid Leukemia; Potency, µM (highest dose often 59.8 µM), for inactives: top-dose activity, negative = inhibition, usual class: inhibitors; AlphaScreen CBFb-His/RUNX1-biotin binding, biochemical; Runt-related transcription factor 1 (Homo sapiens) + Core-binding factor subunit beta …; 230,000 tested, under 10 active; note: % of control where 0% means no effect
# Target sequence (Q01196 whole entry, looked up): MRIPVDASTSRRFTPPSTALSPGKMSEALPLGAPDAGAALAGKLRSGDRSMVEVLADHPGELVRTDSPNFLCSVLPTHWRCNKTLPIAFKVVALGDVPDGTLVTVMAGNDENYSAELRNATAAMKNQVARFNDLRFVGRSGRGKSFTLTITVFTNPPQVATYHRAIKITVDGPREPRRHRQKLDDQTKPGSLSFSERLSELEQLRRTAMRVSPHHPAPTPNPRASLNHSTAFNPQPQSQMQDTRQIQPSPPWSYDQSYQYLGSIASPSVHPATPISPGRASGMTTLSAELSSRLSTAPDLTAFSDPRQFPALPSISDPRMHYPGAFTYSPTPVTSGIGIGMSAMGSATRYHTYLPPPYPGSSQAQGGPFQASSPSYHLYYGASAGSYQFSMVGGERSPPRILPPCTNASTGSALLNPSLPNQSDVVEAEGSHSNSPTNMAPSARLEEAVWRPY
# Target sequence (Q13951 whole entry, looked up): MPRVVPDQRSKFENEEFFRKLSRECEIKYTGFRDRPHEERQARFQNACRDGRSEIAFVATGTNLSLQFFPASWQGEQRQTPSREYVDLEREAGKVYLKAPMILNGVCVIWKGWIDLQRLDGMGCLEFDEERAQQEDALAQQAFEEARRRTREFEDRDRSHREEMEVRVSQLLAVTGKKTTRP
#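 AlphaScreen proximity signal reports loss of binding between His-tagged CBF-beta and biotin-labelled RUNX1, each at 30 nM. Proteins are pre-associated for 20 minutes, compounds added for 15 minutes, then beads for 90 minutes, all at ambient temperature.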
# TR SRC2 fluor cs: Total Fluorescence Counterscreen for Inhibitors of the Interaction of Thyroid Hormone Receptor and Steroid Receptor Coregulator 2. TRb/SRC2 Texas Red total fluorescence interference. Potency, µM (highest dose often 106 µM), for the others: at the highest dose fluorescence change, negative = quenching. actives 0.29% (n = 280,000). AID 1479, 2009; active = well fitted curve in either direction with a large enough effect; inconclusive = small, poorly fitted or top-dose-only effect; note: potency is the fitted concentration of half-maximal effect; % is set by controls: 0 for no effect and ±100 for the full control effect
#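 Flags fluorescent or light-absorbing compounds by total fluorescence, S + 2P, at 555 nm excitation and 632 nm emission. Mixture: 20 nM Texas Red SRC2 peptide, 0.6 uM human TRb LBD, 1 uM T3, 5% DMSO; compound exposure 5 h at ambient temperature.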
# Tau fluor counter: Counterscreen qHTS for Inhibitors of Tau Fibril Formation, Fluorescence Polarization; tau K18 P301L Alexa594 fluorescence, heparin fibrillization; Potency, µM (series often up to 57.7 µM), inactives show at the highest dose activity change, negative = decrease; actives 0.93% (n = 280,000); note: potency is the fitted concentration of half-maximal effect; % is set by controls: 0 for no effect and ±100 for the full control effect; nearly all actives have a fitted effect of over 55% in size
#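 Human tau K18 P301L (15 uM unlabeled, 0.24 uM Alexa 594-labeled) in 100 mM sodium acetate pH 7 with 20 uM heparin, 6 hr at 37 C. ThT 30 uM added, 1 hr ambient; Alexa 594 FP and total fluorescence read at 555/632 nm.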
# Tau fibril FP: qHTS for Inhibitors of Tau Fibril Formation, Fluorescence Polarization | Microtubule-associated protein tau (Homo sapiens), P10636 | K18 P301L tau heparin fibrillization, Alexa594 FP, 6 h | Potency, µM (doses to about 57.7 µM), inactives show at the highest dose activity, negative = inhibition, actives largely listed as inhibitors | actives 0.39% (n = 280,000); note: potency is the fitted concentration of half-maximal effect; % is set by controls: 0 for no effect and ±100 for the full control effect; nearly all actives have a fitted effect of over 55% in size
#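 Compound effects on tau fibrillization are measured by Alexa 594 fluorescence polarization (ex 555, em 632 nm). K18 P301L tau is used at 15 uM with 0.24 uM labeled tracer, and 20 uM heparin induces aggregation over 6 hr at 37 C.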
# TRb SRC2 PPI: qHTS for Inhibitors of the Interaction of Thyroid Hormone Receptor and Steroid Receptor Coregulator 2. actives 0.065% (n = 280,000). Potency, µM (top dose mostly 106 µM), for the others: at the top dose activity change, negative = inhibition, most hits filed as inhibitors. TRbeta-SRC2 peptide binding, fluorescence polarization; receptor liganded with 1 µM T3. Thyroid hormone receptor beta (Homo sapiens), P10828;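 note: potency is the fitted concentration of half-maximal effect; plate controls were bound peptide for no effect and peptide without receptor for full effect; nearly all actives have a fitted effect of over 50% in size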
#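 Polarization signal, normalized between peptide-alone and full complex controls, measured compound effects on T3-liganded human TRb LBD (0.6 uM) binding 20 nM Texas Red SRC2 peptide after 5 hr.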
# Epigenetic derep: Quantitative High-Throughput Screen for Regulators of Epigenetic Control; murine LDR cells, GFP reporter derepression, 30 h; actives 0.2% (n = 280,000); Potency, µM (doses to about 53.9 µM), without a hit: at the top dose GFP activation, usual class: activators; note: potency is the fitted concentration of half-maximal effect; % of control where 0% means no effect; nearly all actives have a fitted effect of over 60% in size
#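 In this reporter-derepression format, murine cells bearing a silenced integrated CMV-GFP locus incubate with test compound (30 h, 37 C), then are washed and imaged; fluorescent objects of 20–120 um count as induced cells.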
# GLA spleen mod: qHTS Assay for Inhibitors and Activators of Human alpha-Galactosidase From Spleen Homogenate; Alpha-galactosidase A (Homo sapiens), P06280; human spleen homogenate, 4MU-alpha-Gal fluorescence, 40 min; Potency, µM (top dose mostly 80 µM), without a hit: at the top dose activity change, negative = inhibition, most hits filed as inhibitors; actives 0.008% (n = 240,000); AID 2107, 2009;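 note: potency is the fitted concentration of half-maximal effect; 0% = enzyme with vehicle and -100% = no enzyme basal signal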
#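 Human spleen homogenate (1 ug) was the enzyme source, with 4-methylumbelliferyl-alpha-D-galactopyranoside (1 mM final) in pH 5.0 citrate buffer with 0.01% Tween-20. Compounds were titrated; after 40 min at 37C, NaOH/glycine stop, 4-MU fluorescence read; AC50 from Hill fits.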
# NPSR antag: qHTS Assay for Antagonists of the Neuropeptide S Receptor: cAMP Signal Transduction | Q6W5P4 | CHO-NPSR cells, cAMP TR-FRET, antagonist mode | Potency, µM (highest dose often 38.3 µM), for the others: top-dose activity change, negative = inhibition, actives largely listed as inhibitors | actives 1% (n = 220,000); note: potency is the fitted concentration of half-maximal effect; % is set by controls: 0 for no effect and ±100 for the full control effect; nearly all actives have a fitted effect of over 50% in size; many of its hits are not listed in these tables
# Target sequence (Q6W5P4 whole entry, looked up): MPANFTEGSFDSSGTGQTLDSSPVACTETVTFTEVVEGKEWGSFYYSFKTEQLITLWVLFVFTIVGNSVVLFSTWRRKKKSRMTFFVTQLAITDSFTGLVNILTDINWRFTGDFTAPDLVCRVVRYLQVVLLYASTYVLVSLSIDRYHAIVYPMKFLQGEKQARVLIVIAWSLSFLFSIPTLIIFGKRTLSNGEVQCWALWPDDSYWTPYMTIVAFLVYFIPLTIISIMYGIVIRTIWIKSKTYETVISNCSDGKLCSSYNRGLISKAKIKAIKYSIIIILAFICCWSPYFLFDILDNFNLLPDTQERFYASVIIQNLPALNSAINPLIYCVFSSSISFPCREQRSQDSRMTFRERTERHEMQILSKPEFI
# * hit, by the source's call; ? = inconclusive; . = no result given; & = joins results of further samples; [ ] = dose if it differs, or a comment. Unless noted, calls come from the whole dose curve; as a rule, active = well fitted curve in the direction sought with a large enough effect; inconclusive = small, poorly fitted or top-dose-only effect, or another doubt; inactive = no such curve, though single readings can be large; an effect the other way counts as inactive or inconclusive. Only part of the results is shown; rates above refer to the full screens.
canonical_smiles	CBFb RUNX1 block	TR SRC2 fluor cs	Tau fluor counter	Tau fibril FP	TRb SRC2 PPI	Epigenetic derep	GLA spleen mod	NPSR antag
O=C(Cn1c(=O)oc2ccccc21)NC(=O)NCc1ccccc1	3%	0%	-10%	2%	4%	-0.4%	-8%	-12%[46.1 µM]
O=C(COc1ccc(Cl)cc1Cl)NN=C1CCCCC1	2%	1%	-11%	0%	4%	1.3%	5%	16%
CCOC(=O)C(C)c1nc2ccccc2[nH]c1=O (stereo not given)	4%	-2%	11%	4%	-23%	1.2%	15%	-12%[46.1 µM]
CN1CCC(=C2c3ccccc3C(O)c3ccccc32)CC1 (stereo not given)	12%	-2%	-13%	4%	4%	8.3%	-3%	8%
CN(CCCNC(=O)C1CCN(S(=O)(=O)c2cccc3nsnc23)CC1)Cc1ccccc1	-2%	-2%	-3%	-4%	-3%	-1.3%	-21%	2%[46.1 µM]
CC(C)OC(=O)CCC1(C(=O)O)CCC(=O)NC1 (stereo not given)	2%	-2%	-8%	-9%	-7%	0.0%	6%	6%[46.1 µM]
COc1ccc(-n2nnnc2SC(C)C(N)=O)cc1 (stereo not given)	8%	-3%	-1%	10%	2%	-1.0%	17%	14%[46.1 µM]
CCc1c(-c2ccccc2)nc2ccccc2c1C(=O)NC(C)c1ccccc1 (stereo not given)	.	-3%	-10%	6%	4%	2.6%	.	.
CS(=O)(=O)N1CCN(C2CCN(Cc3ccccc3)CC2)CC1	4%	-3%	5%	0%	-4%	0.0%	-4%	-12%[46.1 µM]
CC[C@H](C)[C@@H](NC(=O)O[C@@H]1C(=O)c2cc(OC)ccc2O[C@H]1c1cccc(OC)c1)C(=O)OC	7%	-2%	-13%	?	-6%	-1.1%	24%	.
N#Cc1nnn(-c2ccc(Cl)cc2)c1N	-3%&-4%	-6%&-3%	-1%&-6%	-7%&4%	-1%&4%	1.1%&4.2%	1%&3%	-7%&9%
CC1=C(C(=O)Nc2ccccc2)C(c2ccc(C)cc2)n2nc(SCc3ccccc3C)nc2N1 (stereo not given)	.	0%	1%	-10%	-2%	0.0%	.	.
O=C(Cn1ncc2c(=O)oc3ccccc3c21)Nc1cc(F)ccc1F	.	1%	6%	-1%	2%	2.9%	.	.
CC1CCC(NC(=O)C2CC(=O)N(c3ccc4c(c3)OCCO4)C2)CC1 (stereo not given)	10%	-1%	-4%	1%	-2%	-1.4%	4%	3%
Cc1ccc(-c2nnc(SCCOc3ccccc3)o2)cc1	.	9%	-24%	-8%	3%	-3.2%	.	.
COc1ccc(CNC(=O)Cn2ncn3c(cc4ccccc43)c2=O)cc1	16%	-4%	-1%	0%	-4%	0.1%	19%	-20%
CCOC(=O)C1CCCN(c2ncnc3c2cnn3-c2cccc(C)c2)C1 (stereo not given)	11%	-1%	-11%	1%	-2%	1.2%	-4%	-27%[46.1 µM]
O=C(O)c1cccc(N2C(=O)c3ccc4c5c(ccc(c35)C2=O)C(=O)N(c2cccc(C(=O)O)c2)C4=O)c1	9%	1%	-3%	-1%	1%	1.1%	4%	-1%
CCc1ccc(CCC(=O)Nc2ccc(S(N)(=O)=O)cc2)o1	2%	1%	2%	-7%	-19%	-0.8%	-17%	-3%[46.1 µM]
COC(=O)[C@@]1(Cc2ccc(OC)cc2)[C@H]2c3cc(C(=O)N(C)C)n(Cc4ccc(OC)c(OC)c4)c3C[C@H]2CN1C(=O)c1ccccc1	-21%	-5%	-4%	2%	2%	8.8%	-3%	.
Cn1cc(Br)c(C(=O)NN2C(=O)C3C(C2=O)C2C=CC3C23CC3)n1 (stereo not given)	6%	-3%	1%	4%	-6%	1.1%	1%	13%
COc1ccc(N(CC(O)Cn2cnc3ccccc32)S(=O)(=O)c2ccc(C)cc2)cc1 (stereo not given)	-9%	-4%	-12%	-4%	-7%	-1.6%	-8%	2%
COc1ccccc1NC(=S)N1CCN(c2ccccn2)CC1	-2%	-7%	5%	3%	1%	3.0%	4%	1%
Nc1c2c(nc3ccc(Br)cc13)N(C1CCCCC1)CC2	-13%	-4%	?	5%	6%	-5.5%	5%	?
Cc1ccc(NC(=O)C(=O)NCCOc2ccc(Cl)cc2)c(C)c1	4%	-6%	3%	-6%	2%	1.5%	6%	8%
CN(C)S(=O)(=O)Oc1ccccc1C(=O)Nc1cccc(C(F)(F)F)c1	4%	-5%	-16%	?	-1%	-1.1%	10%	-5%[46.1 µM]
Cc1ccc(C2=Nc3ccccc3N(CC(=O)NCc3ccc(Cl)cc3)C(=O)C2)cc1C	.	3%	-7%	-13%	7%	5.9%	.	.
COc1ccc(CN2CCN(CCCCOc3ccc(Cl)cc3)CC2)c(OC)c1OC	-3%	-2%	3%	-4%	3%	-1.2%	-4%	-1%
O=C(O)CCc1nn2c3ccccc3n(CC(=O)c3ccccc3)c2nc1=O	-5%	3%	-10%	-1%	-4%	-1.0%	5%	-2%[46.1 µM]
C/C(CCc1ccc2c(c1)OCO2)=N\NC(=O)c1ccccc1	5%	-1%	12%	9%	-6%	-1.2%	9%	12%
Cc1ccc2c(c1)CC(C)N2S(=O)(=O)c1nnc(NC(=O)C(C)C)s1 (stereo not given)	.	-3%	-20%	12%	4%	0.0%	.	.
Nc1cccc(-c2nc3cc(S(=O)(=O)c4ccc5oc(-c6cccc(N)c6)nc5c4)ccc3o2)c1	3%	0%	-29%	7%	5%	?	2%	-5%[46.1 µM]
CCOc1ccc(NC(=O)Nc2ccc3nccnc3c2)cc1	-1%	-3%	?	?	-4%	-1.0%	2%	-10%[46.1 µM]
Cc1cccc(C(=O)N2CCCN(C(=O)c3cccc(C)c3)CC2)c1	4%	-4%	-6%	-5%	-4%	1.6%	2%	-7%[46.1 µM]
Nc1c(C(=O)Nc2ccc(F)cc2)sc2nc(-c3ccco3)ccc12	.	-24%	?	2%	1%	-1.5%	-9%	10%[46.1 µM]
O=C(NCCCO)c1ccc(CSc2nc3ccccc3[nH]2)cc1	-2%	1%	-17%	-4%	-1%	0.1%	5%	-16%
Cc1ccc(C2C(C(N)=S)=C(N)OC3=C2C(=O)CC(C)(C)C3)cc1 (stereo not given)	-1%	-2%	-12%	0%	8%	-1.0%	7%	6%
CC(C)(C)OC(=O)N1CCOCCOCCNCCOCCOCC1	4%	1%	0%	-4%	8%	-2.0%	-1%	17%[46.1 µM]
CC1(C)CC(=O)C=C(NC2=CC3OC(c4ccccc4)OCC3OC2=O)C1 (stereo not given)	4%	0%	-7%	?	-10%	-1.6%	-2%	2.5µM*
COC(=O)C1=C(C)NC(=O)/C1=C/c1ccc(CNS(=O)(=O)c2ccc(C)cc2)o1	-1%	-2%	-24%	-3%	1%	-0.1%	-1%	30%

# Quoted from the listing.
# Result of CC1(C)CC(=O)C=C(NC2=CC3OC(c4ccccc4)OCC3OC2=O)C1 (stereo not given) under TR SRC2 fluor cs: 0%
# Result of CC(C)(C)OC(=O)N1CCOCCOCCNCCOCCOCC1 under Tau fluor counter: 0%

# Next compounds follow:
canonical_smiles	CBFb RUNX1 block	TR SRC2 fluor cs	Tau fluor counter	Tau fibril FP	TRb SRC2 PPI	Epigenetic derep	GLA spleen mod	NPSR antag
COc1ccc(C(=O)Nc2nc3ccccc3[nH]2)cc1OC	0%	-3%	-2%	1%	-2%	-2.0%	-2%	-16%[46.1 µM]
C=CCn1c(CNc2ccccc2)nnc1SCC(=O)N/N=C/c1ccc(O)cc1O	-16%	0%	-29%	8%	4%	-1.2%	7%	-3%[46.1 µM]
C=CCOc1cccc(/C=C2\C(=O)N(Cc3ccc(C)cc3)C(C)=C2C(=O)OC)c1	0%	0%	-17%	-13%	-7%	1.0%	2%	-51%
CCC(C)Nc1ncnc2c1cnn2-c1ccc(F)cc1 (stereo not given)	.	-1%	0%	-12%	-1%	2.9%	.	.
COc1ccc(CN(Cc2cccnc2)S(=O)(=O)c2ccc(-n3cnnn3)c(C)c2)cc1OC	1%	2%	-11%	-8%	-6%	-0.7%	-6%	-12%[46.1 µM]
O=C(NCc1cccc(F)c1)c1ccc(-n2cnc3cccnc32)cc1	.	0%	-10%	-12%	-8%	-0.3%	.	.
COc1ccc(CC(=O)OCc2cc(=O)n3cc(Br)ccc3n2)cc1OC	11%	0%	-12%	-10%	1%	-1.2%	-8%	13%
COc1ccc(C(=O)N(Cc2nc(-c3ccc(C)cc3)no2)C(C)C)cc1OC	-2%	-1%	-12%	13%	-3%	-1.0%	-7%	-25%[46.1 µM]
CCOC(=O)c1ccc(NC(=O)c2nc[nH]c2C(=O)N[C@@H](C)C(=O)OC(C)(C)C)cc1	13%	0%	?	?	7%	-0.6%	-2%	?
Cc1nn(-c2ccccc2)c(C)c1S(=O)(=O)O	1%	-7%	-5%	5%	-3%	-0.1%	2%	-22%
Cc1ccccc1OCC(=O)Nc1sc2c(c1C(=O)OC(C)C)CCCC2	.	3%	-18%	-7%	-3%	0.3%	.	.
CN(C1CCS(=O)(=O)C1)S(=O)(=O)c1cccc2nsnc12 (stereo not given)	-1%	-1%	-16%	-1%	0%	-1.5%	6%	0%[46.1 µM]

# From PubChem BioAssay
